High-throughput results (PubChem BioAssay)
Growth percent in the NCI-60 one-dose screen (48 h, 10 µM unless noted): 100 = growth as untreated, 0 = no growth, -100 = all killed.
SF-268 – SF-268 CNS cancer cells. 82,000 compounds, 3.1% hits. AID 1794759
SN12C – SN12C renal cancer cells. 81,000 compounds, 3.8% hits. AID 1794767
U251 – U251 CNS tumor cells. 80,000 compounds, 5.4% hits
TK-10 – TK-10 renal cancer cells; 81,000 compounds, 3.9% hits
786-0 – 786-0 renal cancer cells; 81,000 compounds, 5.1% hits
UO-31 – UO-31 renal cancer. 81,000 compounds, 5.2% hits. AID 1794768
SF-295 – SF-295 CNS cancer cells; AID 1794758; 79,000 compounds, 5.6% hits
CAKI-1 – CAKI-1 renal cancer. AID 1794772. 75,000 compounds, 4.7% hits
* hit, by the source's call; · = not tested or not shown; & = joins results of further samples. How the source made its calls: active means growth percent below 10; inactive means the rest. No enrichment for hits. About 9.2% of those tested had a hit in this group.

compound	SF-268	SN12C	U251	TK-10	786-0	UO-31	SF-295	CAKI-1
Cc1ccc(-c2nc(SCC(=O)c3ccc(Br)cc3)[nH]c(=O)c2C#N)s1	98.7	116.5	106.4	108.9	81.2	80.3	101.9	95.1
O=C(/C=C/c1cccnc1)c1ccccc1	100.1	100.3	37.3	93.9	93.7	84.1	112.4	·
CCCCCCCCCCCCCCCCCCCCCCCCCCO	110.8	100.7	96.7	105.5	101.0	81.8	·	102.5
CC1(C)CC(=O)C(C(c2ccc(Cl)cc2)n2ncc(C#N)c2N)C(=O)C1 (stereo not given)	85.7	91.6	98.4	104.6	94.8	75.8	98.7	75.3
C=C(C)CN1C(=O)C(C)S/C1=N/N=C1/SCC(=O)N1C (stereo not given)	99.3	95.7	94.6	98.0	100.5	84.6	·	113.6
O=S(=O)(CCc1ccccc1)CS(=O)(=O)CCc1ccccc1	100.5	107.9	102.7	108.6	113.4	101.1	113.3	93.8
COc1ccc(-c2nn(-c3cccc(Cl)c3)cc2-c2cc(-c3ccccc3)[nH]c(=O)c2C#N)cc1	34.8	67.7	·	-12.8*	6.6*	24.7	-36.0*	40.8
CN1C(=O)/C(=C/C2=Cc3ccccc3OC2)S/C1=N/c1nccs1	99.7	106.1	108.2	142.5	105.5	64.5	97.0	75.1
Cc1c2c(nn1C(=O)c1nn(-c3ccc(Cl)cc3)cc1O)-c1ccccc1CC2	33.9	29.2	22.3	·	21.1	10.3	-15.1*	-25.5*
Cc1ccc(S(=O)(=O)CC(=O)Nc2ccc(S(N)(=O)=O)cc2)cc1	105.4	106.7	98.4	102.4	98.2	79.8	111.5	95.6
CCNC(N)=O	101.8	103.4	91.3	100.6	110.2	91.8	·	104.4
CC(C)Cn1cnc2c(SCc3ccccc3F)nc(N)nc21	104.1	96.9	80.4	103.8	101.7	91.7	·	·

Additional entries follow.
compound	SF-268	SN12C	U251	TK-10	786-0	UO-31	SF-295	CAKI-1
CCOC(=O)c1c(C)nn(CC(O)c2ccccc2)c1NC(=O)Nc1cccc2ccccc12 (stereo not given)	89.2	96.8	92.3	105.0	100.3	70.6	92.5	99.0
CCc1ccc(C2=C(Cl)C(=O)C(c3ccccc3)=C(Cl)C2=O)cc1	99.7	100.6	99.3	132.6	99.8	80.1	102.7	91.6
COc1ccc(/C=C/C(=O)c2c(C)nc3ccccc3c2/C=C/c2ccccc2)c(OC)c1	80.7	84.3	90.0	123.1	94.1	61.4	90.9	55.9
O=c1[nH]nc2c(Cc3ccccc3)nc3ccccc3n12	107.2	107.3	100.9	111.9	100.1	67.5	·	103.2
Cc1c(N)cc2c(c1N)C(C)(C)CC2(C)C	109.0	107.2	105.4	110.6	103.9	84.4	111.9	109.9
CCCCc1nc(Cl)c(C2CC(c3ccc(C(F)(F)F)cc3)=NN2c2cc(Cl)cc(Cl)c2)[nH]1 (stereo not given)	93.4	98.3	92.1	148.9	91.8	71.2	93.0	·
COc1cc(-c2nn(C(=O)NS(=O)(=O)c3cccc(Br)c3)cc2-c2ccncc2)ccc1Cl	49.4	78.6	83.0	70.7	62.9	54.8	76.9	72.5
Cc1oc(-c2ccc(Cl)cc2)cc1C(=O)Nc1ccccc1	97.9	96.9	102.2	133.1	102.0	94.0	94.4	93.0
COc1ccc(NS(=O)c2ccc(OC)cc2)cc1 (stereo not given)	86.6	92.3	87.4	97.3	99.2	75.5	95.5	85.6
O=C(O)C1CC2C=CC1C2 (stereo not given)	98.3&103.4	102.2&104.1	102.0&97.3	98.7&102.4	94.6&102.4	84.8&85.5	82.0&78.1	92.5&96.7
C#Cc1ccc(-n2c(/C=C/c3ccc(C(F)(F)F)cc3)nc3ncccc3c2=O)cc1	31.4	26.6	39.2	11.4	53.0	11.6	32.6	14.9
CN(C)C(c1ccccc1)C(c1ccccc1)c1ccccc1 (stereo not given)	124.9	98.4	100.6	92.7	105.8	100.5	100.8	83.7

An excerpt from above, showing only CAKI-1, UO-31 and 786-0.
structure | CAKI-1 | UO-31 | 786-0
O=S(=O)(CCc1ccccc1)CS(=O)(=O)CCc1ccccc1 | 93.8 | 101.1 | 113.4
COc1ccc(-c2nn(-c3cccc(Cl)c3)cc2-c2cc(-c3ccccc3)[nH]c(=O)c2C#N)cc1 | 40.8 | 24.7 | 6.6*
CN1C(=O)/C(=C/C2=Cc3ccccc3OC2)S/C1=N/c1nccs1 | 75.1 | 64.5 | 105.5
Cc1c2c(nn1C(=O)c1nn(-c3ccc(Cl)cc3)cc1O)-c1ccccc1CC2 | -25.5* | 10.3 | 21.1
Cc1ccc(S(=O)(=O)CC(=O)Nc2ccc(S(N)(=O)=O)cc2)cc1 | 95.6 | 79.8 | 98.2

Next section
compound	SF-268	SN12C	U251	TK-10	786-0	UO-31	SF-295	CAKI-1
NS(=O)(=O)c1ccc(CCn2c(-c3ccc(Cl)cc3)nc(-c3ccccc3)c2-c2ccccc2)cc1	96.6	98.5	107.5	102.3	103.2	83.9	105.7	91.5
Cc1ccc2ccccc2[n+]1C	114.7	94.3	106.9	135.7	127.7	·	113.0	37.0
CC1=C(c2cc(-c3ccc(Cl)cc3)nc(=S)[nH]2)C(c2ccccc2)NC(=S)N1 (stereo not given)	105.3	100.7	109.5	119.7	109.4	58.3	105.9	93.0
CN(C)Cc1ccccc1C(=O)C(c1ccccc1)c1ccccc1	108.7	108.3	97.0	111.6	106.5	95.5	·	103.6
Cc1ccc(-c2cc(C3=C(c4cccs4)NC(=S)NC3C)n[nH]2)o1 (stereo not given)	99.7	102.2	101.5	·	87.5	83.2	98.9	96.7
O=C(Nc1ccc(Oc2ccc(F)cc2)c(Cl)c1)c1cccnn1	80.4	63.8	62.9	64.4	105.0	55.0	73.4	54.8
CCN(CC)CCN(C(=O)OCCOC(=O)N(CCN(CC)CC)c1cccc2sc3ccccc3c(=O)c12)c1cccc2sc3ccccc3c(=O)c12	100.6	96.7	98.7	108.2	102.1	73.6	97.0	·
NC(=O)c1c(NC(=O)/C=C/c2cccs2)sc2c1CCC(=O)C2	22.5	23.1	22.2	43.9	70.2	5.7*	80.9	14.2
CC(=O)Oc1cccc2ccccc12	93.3	104.0	99.6	117.6	108.4	73.3	103.9	97.3
Nc1ccc(S(=O)c2ccc(N)cc2)cc1	103.1	95.7	98.7	102.0	94.9	100.6	102.6	93.7
Cc1cc2cc3n(c2nn1)N=C(Cl)CC3	106.4	91.0	99.0	82.4	105.4	90.6	127.8	94.7
Cc1ccc(CSc2nc(-c3ccc(Cl)cc3)c(C#N)c(N3CCNCC3)n2)cc1	79.6	77.8	65.4	99.7	66.8	64.2	95.4	64.9

Further structures follow:
compound	SF-268	SN12C	U251	TK-10	786-0	UO-31	SF-295	CAKI-1
CC1=C[C@H]2c3c(c(O)c(O)c4oc5cc(O)ccc5c(=O)c34)[C@H](c3cc(O)c(O)c4oc5cc(O)ccc5c(=O)c34)[C@H]2C(C)(C)C1	36.0	28.7	14.8	56.0	47.9	46.5	21.5	40.3
NS(=O)(=O)c1ccc(Nc2nc(-c3ccccn3)cs2)cc1	103.7	109.0	116.4	135.6	87.8	93.3	156.2	·
CC(=O)Nc1nc(=O)n(CC(=O)c2cccs2)cc1F	113.4	96.3	104.3	89.2	105.3	97.1	104.2	105.0
O=C(Nc1cccc(Br)c1)c1cc(=O)[nH]c2ccccc12	94.8	99.7	91.5	109.3	102.7	97.9	111.6	76.6
COc1ccc(/C=C2\Oc3cc(OCC(=O)c4ccc([N+](=O)[O-])cc4)ccc3C2=O)cc1	105.4	114.3	95.5	96.8	95.7	68.3	92.0	99.7
COc1cccc(O)c1/C=C(/C)c1ccc2c(OC)cccc2[o+]1	100.1	99.5	105.9	140.1	100.7	79.7	99.1	90.3
O=C(O)/C(=C/c1cccc([N+](=O)[O-])c1)c1ccc(Cl)cc1	101.4	103.3	92.6	107.0	107.1	85.4	115.2	99.9
O=C(CCCCCCCCC(=O)SCc1ccccc1)SCc1ccccc1	103.5	95.1	102.5	102.0	95.5	91.5	98.3	100.6
O=S(=O)(Oc1ccc(-c2cn3ccsc3n2)cc1)C1CCCCC1	108.6	96.5	84.1	120.3	98.9	65.5	86.9	96.0
Cc1cc(S(N)(=O)=O)ccc1Cl	97.8	101.0	102.6	103.0	98.4	77.2	110.6	102.9
C#CCOc1ccc(C(Nc2cc(C)ccc2C)c2nnnn2C2CCCCC2)cc1 (stereo not given)	83.4	86.9	82.5	102.9	82.5	68.0	78.0	48.7
CNS(=O)(=O)Oc1ccc(-c2ccc3sccc3c2)cc1	105.6	98.4	103.8	103.2	99.7	97.0	94.2	89.1

Next section:
compound	SF-268	SN12C	U251	TK-10	786-0	UO-31	SF-295	CAKI-1
CCCN(CCC)C(C)C(O)c1cc2c(c3ccccc13)CCCC2 (stereo not given)	97.3	98.8	95.7	80.4	95.0	51.7	88.7	97.8
O=C(Nc1ccccc1)C1=COCCS1	93.2	91.2	97.4	115.3	102.3	71.8	100.4	·
Cc1cnc(SCc2ccc(Cl)cc2)nc1N(C)C	99.6	100.6	91.9	78.0	101.0	70.5	86.2	93.6
CN1CCN(CCN2N=C3c4ccsc4CCCC3CC2=O)CC1 (stereo not given)	100.6	111.2	103.6	113.7	97.2	94.1	194.6	·
c1ccc2c3c(ccc2c1)Sc1ccc2ccccc2c1N3	79.2	111.6	90.2	162.1	99.6	71.1	89.9	114.6
Cc1ccc(-c2nc(S(=O)(=O)c3ccccc3)c(SCC(N)=O)o2)cc1	100.5	102.6	95.1	89.8	91.8	86.4	103.0	98.5
COc1cc(/C=C2\Oc3cc(O)ccc3C2=O)cc(OC)c1	69.9	76.6	64.9	57.4	76.4	46.9	89.9	34.4
O=C(O)c1cn(C2CC2)c2cc(N3CCN(Cc4nc5c(cnn5-c5ccc([N+](=O)[O-])cc5)c(=O)[nH]4)CC3)c(F)cc2c1=O	96.4	95.2	106.0	121.6	98.9	71.8	104.6	94.8
c1cc2c(cc1CNC1CCCCC1)OCO2	97.9	102.7	102.1	103.3	101.5	84.9	99.2	102.5
Cn1cc(-c2ccc3c(Nc4cccc(NC(=O)Nc5cccc(F)c5)c4)ncnc3c2)cn1	46.7	30.1	28.4	39.4	18.1	23.7	-13.2*	39.8
CC12CCC3c4ccc(O)cc4CCC3C1C[C@H](O)[C@@H]2O (stereo not given in full)	115.5	·	106.7	111.2	98.4	77.8	94.1	84.2
CC(=O)c1nnc(CCC(=O)c2nc3ccccc3[nH]2)o1	105.4	92.9	106.2	112.3	108.7	85.7	107.7	107.8

Reprinted at random: two compounds from above
compound	SF-268	SN12C	U251	TK-10	786-0	UO-31	SF-295	CAKI-1
CC(=O)c1nnc(CCC(=O)c2nc3ccccc3[nH]2)o1	105.4	92.9	106.2	112.3	108.7	85.7	107.7	107.8
O=C(Nc1ccccc1)C1=COCCS1	93.2	91.2	97.4	115.3	102.3	71.8	100.4	·

Later entries:
compound	SF-268	SN12C	U251	TK-10	786-0	UO-31	SF-295	CAKI-1
N#C/C(=C\c1ccc(CO)o1)C(N)=O	107.3	104.8	108.5	106.5	96.1	88.2	103.0	98.9
Cc1cc(Nc2nc(C(N)=O)nc3ccccc23)n[nH]1	105.1	95.4	·	107.3	93.7	60.3	102.7	46.4
O=C(Nc1ccccc1)Oc1ccccc1-c1ccccc1	96.2	98.5	95.2	94.1	93.5	57.7	97.4	88.2
Fc1ccc(C(F)(F)F)cc1	112.1	109.8	105.7	106.2	103.4	89.7	105.8	105.2
NC(=O)CCCN1C/C(=C\c2ccccc2)C(=O)c2ccccc21	90.2	92.4	96.7	95.0	96.6	78.1	94.3	90.6
O=C1OC(c2ccc(-c3ccccc3)cc2)=C/C1=C/c1c2ccccc2cc2ccccc12	95.9	101.3	98.0	77.9	·	92.8	·	·
c1cnc(-c2nc3c4c5c(sc4ncn3n2)CCC5)cn1	106.4	102.6	95.2	123.8	104.0	92.4	·	98.8
CCN(CC)CN1C(=O)C(=O)c2ccccc21	118.1	96.0	101.7	138.7	113.1	81.2	196.3	108.2
O=C(O)c1ccc(-c2nn(-c3ccc(C(=O)O)cc3)cc2/C=N/Nc2nc(-c3ccc(F)cc3)cs2)cc1	101.6	103.8	101.3	154.7	109.1	73.1	100.8	86.4
C=CCn1c(C)nc2cc(Nc3nc(Nc4ccc5nc(C)n(CC=C)c5c4)c4ccccc4n3)ccc21	-69.8*	-69.6*	-90.7*	-97.2*	-70.6*	-94.4*	-86.6*	-86.4*
O=C(NCc1ccc(F)cc1)c1cn2cc(Cl)ccc2n1	101.4	103.7	106.3	110.0	94.8	97.7	109.0	101.4
Cc1nc2sc(C(=O)Nc3ccc(Cl)cc3)c(N)c2c(C)c1Br	95.2	95.1	96.9	108.3	98.1	67.5	90.5	84.2

(further entries)
compound	SF-268	SN12C	U251	TK-10	786-0	UO-31	SF-295	CAKI-1
CCOC(=O)N/N=C/c1ccccc1	106.1	102.1	105.1	98.4	91.4	95.9	93.8	·
Cc1cc(-c2nn3c(-c4ccccc4)nnc3s2)c2ccccc2n1	99.7	82.3	100.2	102.6	88.6	60.4	96.4	68.2
Oc1ccccc1N=Cc1ccc(Br)cc1	90.4	·	97.7	110.4	116.9	94.7	106.1	99.9
CC(=O)c1ccc2ncccc2c1	96.2	108.5	101.8	96.0	·	102.1	98.4	92.7
COc1ccc(/C=C(\C#N)c2cc3ccccc3[nH]2)cc1	39.1	42.2	18.7	53.6	42.1	46.9	35.7	33.9
CCN(CC)CCN=c1c(C)nc(C#N)c(N)n1O	95.5	98.8	101.7	89.3	103.2	92.3	103.4	99.5
CCCCN(CC(O)CNc1cc(OC)cc2cccnc12)C(C)CC (stereo not given)	90.0	92.3	93.5	110.7	96.0	70.8	95.2	94.0
COC(=O)c1cc(-c2ccc(F)cc2)[nH]c(=O)c1C#N	108.1	102.9	103.0	132.7	99.1	·	97.8	93.0
